Screens: PubChem BioAssay, several laboratories
Wee1 stabilizer: Wee1 degradation inhibitors, primary screen, cell-based, HeLa, Wee1K328M-luciferase, luminescence | HeLa Luc-Wee1K328M stability; 100% = proteasome inhibitor MG132 effect | reporter increase, % at 5 µM | actives 1.2% (n = 220,000) | Wee1-like protein kinase (Homo sapiens), P30291;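 active = activation above the mean of all tested compounds plus 3 SD, set per screening run, cut at about 8.8% in these data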;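 note: cells exposed to compound for 20 h before luminescence read; 0% = DMSO alone and 100% = MG132 at 30 µM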
PERK inhibitor: block of dimerizer-induced PERK translation repression, primary screen, PERK inhibitor project, CHO PERK-DD cells, SEAP luminescence, HTS; Eukaryotic translation initiation factor 2-alpha kinase 3 (Homo sapiens), Q9NZJ5; CHO PERK-DD fusion, SEAP luminescence translation reporter; inhibition, % at 5.6 µM; actives 0.17% (n = 220,000);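 active = inhibition above the mean inhibition of all tested compounds plus 3 SD, set separately per screening campaign, cut at about 2.9% in these data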;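 note: PERK kinase domain activated by AP20187 dimerizer at 100 nM; 0% = DMSO with dimerizer and 100% = rapamycin at 8.4 µM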
FXIIa inh 1536: human FXIIa protease inhibitors, primary screen, biochemical, 1536-well; inhibition, % at 5 µM; AID 800, 2007; actives 0.3% (n = 220,000); purified FXIIa, Boc-QGR-AMC fluorogenic substrate, 2 h; in the data active = inhibition above about 40%;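 note: 0% = enzyme with no compound and 100% = blank without enzyme; many of its hits are not listed in these tables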
KCC2 mod: KCC2 cotransporter modulators, thallium flux, primary screen, cell-based, HEK293 KCC2, FluoZin-2 fluorescence, MLSMR | AID 1456, 2008 | Solute carrier family 12 member 5 (Homo sapiens), Q9H2X9 | B-score of Tl+ flux slope (higher = more flux/activation; lower = inhibition) at 10 µM | KCC2 cells, thallium flux FluoZin-2 fluorescence | actives 2.2% (n = 190,000);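 active = thallium flux slope and its plate-corrected score both differing from the plate sample mean at a set confidence after two filtering rounds, in either direction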;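 note: slope of fluorescence scaled to starting intensity during 10 to 20 s after thallium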
p97 inhibitor: inhibitors of human p97 ATPase, primary screen, biochemical; Transitional endoplasmic reticulum ATPase (Homo sapiens), P55072; recombinant p97 ATPase, Kinase-Glo ATP luminescence, 3 h; inhibition, % at 8 µM; actives 0.42% (n = 220,000); AID 1481, 2009; in the data active = inhibition above about 15%;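 note: 0% = DMSO vehicle and 100% = wells lacking enzyme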
Furin inh: human furin inhibitors, primary screen, biochemical, fluorescence intensity | P09958 | purified furin, fluorogenic substrate cleavage | inhibition, % at 30 µM | actives 0.061% (n = 220,000); in the data active = inhibition above about 25%; note: inactives centre near -15
Target sequence (P09958 108-714 limits assumed): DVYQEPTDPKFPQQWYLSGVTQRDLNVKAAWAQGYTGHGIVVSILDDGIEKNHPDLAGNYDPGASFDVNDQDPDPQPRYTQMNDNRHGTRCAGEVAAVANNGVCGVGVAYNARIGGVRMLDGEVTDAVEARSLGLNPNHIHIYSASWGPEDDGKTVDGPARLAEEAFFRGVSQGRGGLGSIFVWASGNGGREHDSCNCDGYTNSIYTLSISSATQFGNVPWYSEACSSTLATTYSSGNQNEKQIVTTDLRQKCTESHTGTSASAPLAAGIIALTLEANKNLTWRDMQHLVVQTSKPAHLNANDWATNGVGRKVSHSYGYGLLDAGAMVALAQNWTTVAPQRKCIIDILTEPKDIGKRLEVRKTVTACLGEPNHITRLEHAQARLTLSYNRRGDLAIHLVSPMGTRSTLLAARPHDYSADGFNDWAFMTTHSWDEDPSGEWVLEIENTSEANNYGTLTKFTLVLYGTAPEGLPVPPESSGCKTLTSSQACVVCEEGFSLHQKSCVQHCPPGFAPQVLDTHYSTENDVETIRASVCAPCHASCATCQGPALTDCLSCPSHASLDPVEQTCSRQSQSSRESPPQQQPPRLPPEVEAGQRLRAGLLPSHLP
FXIa inh 1536: human FXIa protease inhibitors, primary screen, biochemical, 1536-well; Coagulation factor XI (Homo sapiens), P03951; purified FXIa, Boc-Glu-Ala-Arg-AMC fluorogenic substrate; inhibition, % at 5 µM; actives 0.14% (n = 220,000); AID 798, 2007;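 active = inhibition of at least 40%; inactive = inhibition below 40%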;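 note: fluorescence of freed AMC excited at 355 nm; 0% = enzyme without compound and 100% = no enzyme blank; many of its hits are not listed in these tables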
KLK5 inh: human KLK5 protease inhibitors, primary screen, biochemical, 1536-well; actives 0.59% (n = 210,000); AID 873, 2007; recombinant hK5, fluorogenic AMC substrate cleavage; inhibition, % at 5 µM;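 active = inhibition of 40% or more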;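 note: 0% = enzyme controls without compound and 100% = no-enzyme blanks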
Target sequence (Q9Y337 67-293 limits assumed): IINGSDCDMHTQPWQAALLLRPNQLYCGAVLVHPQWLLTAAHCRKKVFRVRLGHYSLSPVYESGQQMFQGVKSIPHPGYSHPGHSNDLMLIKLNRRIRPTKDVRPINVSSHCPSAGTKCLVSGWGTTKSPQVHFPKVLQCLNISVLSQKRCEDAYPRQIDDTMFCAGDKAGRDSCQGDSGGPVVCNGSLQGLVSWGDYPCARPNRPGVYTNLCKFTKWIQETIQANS
Thrombin inh: human alpha-thrombin inhibitors, primary screen, counter-screen for coagulation protease inhibitor project, biochemical, 1536-well, fluorogenic AMC substrate | Boc-VPR-AMC fluorogenic substrate cleavage | inhibition, % at 5 µM | actives 0.26% (n = 220,000);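 active = inhibition at or above 40%; inactive = inhibition below 40%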;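 note: 0% = enzyme with no compound and 100% = wells without enzyme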
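Material: human alpha-thrombin protein. Incubation: reaction at ambient temperature. Technique: fluorescence of released AMC, ex 355 nm, em 460 nm. Control set: no-compound enzyme wells and no-enzyme blanks. Also added: Boc-VPR-AMC substrate, 15 µM final. Buffer or medium: pH 7.5 Tris (50 mM) with NaCl 150 mM, Tween 20 0.05%.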
An asterisk follows results filed as active; / = no result given; [ ] = remark or other dose.

Values in the order: Wee1 stabilizer	PERK inhibitor	FXIIa inh 1536	KCC2 mod	p97 inhibitor	Furin inh	FXIa inh 1536	KLK5 inh	Thrombin inh
> CC(=O)C1=C(c2ccccc2)OC(N)=C(C#N)C1c1ccccc1C (stereo unspecified)
→ -1	0.0	9	-0.8	-1	-17	-4	-8	-2
> COc1ccc(/C=C/C(=O)NCCOc2ccc(C)cc2)cc1
→ 1	1.7	18	0	-1	-2	8	-3	1
> Brc1ccc(Sc2cnc3ccccc3n2)cc1
→ 0	0.9	11	-0.37	1	-3[20 µM]	17	21	12
> COC(=O)C1C(=O)C2=C(CC1C)NC(C)=C(C(=O)OCc1ccc(OC)cc1)C2c1ccc(C)o1 (stereo unspecified)
→ -2	-0.2	8	0.077	-2	-15[20 µM]	5	-10	-3
> CCOc1ccc(N/C=C/C(=O)c2ccc3ccccc3c2)c([N+](=O)[O-])c1
→ -3	0.4	20	0.075	2	-11[20 µM]	9	6	6
> CC(=O)N1c2c(cc(Br)cc2S(=O)(=O)N2CCN(c3ccccn3)CC2)CC1C (stereo unspecified)
→ -1	-0.5	11	-1	-3	-17[20 µM]	4	-9	-3
> CC(C)CSc1nc2c(=O)[nH][nH]c(=O)c2n1Cc1ccccc1
→ 3	0.6	9	-1.4	0	-14[20 µM]	4	-3	4
> CCOC(=O)N1CCN(Cc2cn[nH]c2-c2cc3ccccc3o2)CC1
→ 2	-0.5	10	0.86	5	-31	0	4	-5
> CCOC(=O)CC(=O)NC(CC(=O)OC)c1ccc(Br)cc1 (stereo unspecified)
→ 5	0.6	8	0.86	0	-21	-2	0	-7
> CC(C)CC(=O)NC(=S)Nc1sc2c(c1C(N)=O)CCC2
→ -4	0.0	-2	0.12	0	-34	-8	-24	-2
> O=C(N/N=C/c1ccc([N+](=O)[O-])s1)c1cccc(Br)c1
→ 0	-0.1	12	2.5	0	-19[20 µM]	4	-5	0
> Cc1ccc(CNC(=O)c2csc3c2CCCCC3)cc1
→ -1	1.1	14	0.0028	1	-9[20 µM]	7	2	-2
> O=C(NCc1ccco1)c1cc2n(n1)C(C(F)(F)F)CC(c1ccc(Br)cc1)N2 (stereo unspecified)
→ -3	-0.8	0	1.6	4	-5	-8	9	-6
> COc1ccc(OCc2n[nH]c(=S)o2)cc1
→ 3	-0.1	16	-3.1	3	-26[20 µM]	2	5	-1
> CCS(=O)(=O)Nc1ccccc1C(N)=O
→ 1	-0.1	/	0.39	-5	5	-3	2	-8

Grouped by structure, the compounds so far containing a furan ring, fused or not (3)
Values in the order: Wee1 stabilizer	PERK inhibitor	FXIIa inh 1536	KCC2 mod	p97 inhibitor	Furin inh	FXIa inh 1536	KLK5 inh	Thrombin inh
> COC(=O)C1C(=O)C2=C(CC1C)NC(C)=C(C(=O)OCc1ccc(OC)cc1)C2c1ccc(C)o1 (stereo unspecified)
→ -2	-0.2	8	0.077	-2	-15[20 µM]	5	-10	-3
> CCOC(=O)N1CCN(Cc2cn[nH]c2-c2cc3ccccc3o2)CC1
→ 2	-0.5	10	0.86	5	-31	0	4	-5
> O=C(NCc1ccco1)c1cc2n(n1)C(C(F)(F)F)CC(c1ccc(Br)cc1)N2 (stereo unspecified)
→ -3	-0.8	0	1.6	4	-5	-8	9	-6

Next part
Values in the order: Wee1 stabilizer	PERK inhibitor	FXIIa inh 1536	KCC2 mod	p97 inhibitor	Furin inh	FXIa inh 1536	KLK5 inh	Thrombin inh
> O=C(CN1C(=O)CCC1=O)Nc1cccc(NC(=O)CN2C(=O)CCC2=O)c1
→ 0	0.4	/	-0.14	-4	-11	13	18	2
> CC1CCN(c2nc3c(c(=O)[nH]c(=O)n3C)n2CCCc2ccccc2)CC1
→ 0	-1.4	14	/	-2	-21	3	-3	0
> O=C(CC1Oc2ccccc2NC1=O)NCCCN1CCCC1=O (stereo unspecified)
→ -2	1.5	18	/	3	-41	2	53*	12
> CC1(C)Cc2nc3[nH]c(=S)n(-c4ccccc4)c(=O)c3cc2CO1
→ 1	0.7	/	-2.9	-2	-17[20 µM]	/	/	/
> Cc1onc(-c2ccccc2)c1C(=O)NC(=S)Nc1sc2c(c1C#N)CCC(C)C2 (stereo unspecified)
→ 0	0.8	13	21*	4	-11	11	-4	-1
> O=C(CC1C(=O)NCCN1Cc1ccc(-c2ccccc2)cc1)NCCc1ccccn1 (stereo unspecified)
→ 3	0.2	3	-0.28	-2	-17	-3	/	-7
> CC1CCN(CCCNC(=O)c2coc3nc4ccccc4nc23)CC1
→ 0	1.2	6	-0.49	3	11[20 µM]	2	-15	-4
> COc1ccc(/C=N/NC(=O)c2ccc(Cl)cc2Cl)cc1COC(C)=O
→ 1	-1.0	19	-1.8	-8	-17	-2	8	9
> COc1ccc(/C=C2/SC(=O)N(CCNC(=O)C3COc4ccccc4O3)C2=O)cc1 (stereo unspecified)
→ 3	0.9	8	-0.51	-5	1	4	-2	-9
> CN1OC(COC(=O)c2ccc(Cl)cc2)CC1c1ccccc1 (stereo unspecified)
→ 2	0.0	1	/	-3	-24[20 µM]	-14	-22	24
> NC(=O)c1cccc2c(=O)oc3ccccc3c12
→ 2	1.6	-1	/	4	-25[20 µM]	-4	9	-4
> CCc1cc(C(=O)N2CCCC(CNS(=O)(=O)c3cccs3)C2)n(C)n1 (stereo unspecified)
→ 0	0.6	4	0.018	3	-4	-2	0	-1
> COc1ccc(N(C(=O)c2ccccc2C)S(=O)(=O)c2cccs2)cc1
→ 1	-0.7	3	-0.4	-1	-6	-4	-18	-4
> CCn1c(SCC(=O)NCCOC)nc2sc3c(c2c1=O)CCCC3
→ -2	-1.1	13	0	1	-9	5	-11	7
> COc1cc([C@H]2c3[nH]c4ccccc4c3C[C@H]3C(=O)N4[C@@H](c5cc(OC)c(OC)c(OC)c5)c5[nH]c6ccccc6c5C[C@H]4C(=O)N23)cc(OC)c1OC
→ -3	-1.0	9	1.1	5	-21	1	-4	-8
> O=c1c2ccccc2n(Cc2cccc(F)c2)c(=O)n1C1CCCC1
→ 2	0.4	-19	/	-3	-19	-7	-13	-14
> O=C(OCc1csc(-c2ccccc2)n1)c1cccs1
→ -4	1.0	2	/	2	-17	0	2	3
> COc1ccc(CCNC(=O)c2ccc(Cl)cc2)cc1OC
→ -3	-1.0	9	0.28	0	-14	-4	7	-1
> CCCCSc1nnc(-c2ccc(NC(=O)CCc3ccccc3)cc2)n1C
→ -2	0.4	13	0.082	0	-24[20 µM]	10	11	1
> Nc1ccc(CNc2ncn[nH]2)cc1
→ 2	1.6	6	0.042	6	-25	0	-4	-2
> CC1CCCCN1Cc1ccc(-c2nn[nH]n2)cc1 (stereo unspecified)
→ -3	-0.1	1	/	-8	-11	-10	2	-4
> c1ccc2c(-c3nc4ncccc4o3)cccc2c1
→ 1	-0.9	3	-0.9	-5	-133	-3	1	-5
> CCCCn1c(SCC(=O)NCCOC)nc2ccc(N3CCOCC3)cc2c1=O
→ 7	-0.9	3	/	-4	-1[20 µM]	-1	-11	1
> COc1ccc(NC(=O)CN2C(=O)C(C)Oc3ccccc32)c(OC)c1 (stereo unspecified)
→ -1	0.7	14	-0.21	4	-15	-6	-29	-9
> Cc1[nH]n(-c2ccccc2)c(=O)c1/C=N/NC(=O)COc1ccccc1[N+](=O)[O-]
→ 6	-0.2	-6	-1	-3	-10	-4	-72	-12
> Cn1c(=O)c2c(nc(NCc3ccco3)n2Cc2ccc(Cl)cc2Cl)n(C)c1=O
→ -3	0.9	9	1.5	4	-8	-8	2	-4
> CN(C)/C=C/C(=O)c1ccc(S(=O)(=O)c2ccccc2)cc1
→ -2	-0.1	7	-0.11	1	-7	0	-3	-5
> Cc1nnc(SCC(=O)N2CCN(c3ccccc3)CC2)n1-c1ccccc1
→ 1	0.1	15	0.17	4	-21[20 µM]	-11	0	-2
> CCn1ncc(Br)c1C(=O)Nc1ccccc1C(=O)OC
→ -1	0.2	/	0.33	-2	-14[20 µM]	/	/	/
> CC(=O)c1cccc(NC(=O)/C(=C\c2ccco2)NC(=O)c2cccs2)c1
→ 1	0.2	10	0.22	-3	-2[20 µM]	15	-21	3
> O=C(NCCN1CCOCC1)c1cc(Sc2ccccc2Cl)nc2ccccc12
→ 0	-0.9	4	-0.38	-3	-9	-5	-14	-11
> CCOC(=O)c1ccc(NC(=O)COC)cc1
→ 1	1.1	5	/	1	-23[20 µM]	7	1	-3
> CSc1ccc(/C=C(\C#N)C(=O)Nc2cccc(C)c2)cc1
→ 0	0.7	10	-0.039	4	-12	2	-10	-14
> NNC(=O)c1[nH]c2ccc(Br)cc2c1-c1ccccc1
→ 4	1.6	7	0.26	-2	-20	3	-7	-4
> C=C(C)COc1ccc(-c2nc(N)nc(C)c2Oc2ccccc2OC)c(O)c1
→ 3	-0.6	15	1.1	-5	-4	7	-3	5
> CSc1nnnn1-c1ccc(C)c(Cl)c1
→ -3	1.3	14	0.12	6	-11	5	-9	-1
> COc1ccc(C(=O)NC(NC(=S)Nc2ccc(S(N)(=O)=O)cc2)C(Cl)(Cl)Cl)cc1 (stereo unspecified)
→ -1	0.4	13	/	4	-18[20 µM]	-3	-4	-3
> C=CCc1cc(C)ccc1OCCCC(C(=O)OCC)C(=O)OCC
→ -3	1.4	14	-0.096	6	-11	4	-7	0
> NS(=O)(=O)c1ccc(CCNC(=O)C2CCN(S(=O)(=O)c3ccccc3)CC2)cc1
→ -4	0.3	6	0.32	1	-20	-3	-2	-6
> COC(=O)C1=NNC2C(=O)N(c3ccc(C)cc3)C(=O)C12 (stereo unspecified)
→ 2	1.3	10	1.5	4	-15	-1	1	-9
> O=C(O)c1cnc(-c2ccccc2)nc1-c1ccccc1
→ 4	0.8	2	-0.033	5	-29	-1	1	-2
> O=C(CCC(=O)N1CCN(C2CCCCC2)CC1)Nc1nnc(C(F)(F)F)s1
→ 0	1.1	10	/	1	3	5	-10	-5
> O=C(C[n+]1ccccc1)N/N=C/c1ccc(F)cc1
→ 0	1.7	2	-0.23	4	-28	-3	0	-6
> O=C(O)c1cccc(NC(=S)N/N=C/c2ccccc2OCc2ccc(Br)cc2)c1
→ -2	1.4	2	-2.5	5	-25	0	3	6

Just KLK5 inh, p97 inhibitor and PERK inhibitor, for 4 of the compounds above:
Molecule	KLK5 inh	p97 inhibitor	PERK inhibitor
COC(=O)C1=NNC2C(=O)N(c3ccc(C)cc3)C(=O)C12 (stereo unspecified)	1	4	1.3
O=C(O)c1cnc(-c2ccccc2)nc1-c1ccccc1	1	5	0.8
O=C(CCC(=O)N1CCN(C2CCCCC2)CC1)Nc1nnc(C(F)(F)F)s1	-10	1	1.1
O=C(C[n+]1ccccc1)N/N=C/c1ccc(F)cc1	0	4	1.7
